Cdc42 wt = human Cdc42 wildtype GTP binding change, either direction | P60953 | GST-Cdc42 beads, Bodipy-GTP binding, flow cytometry; actives lie on both sides | percent activity (GTP binding), % at 10 µM | 190,000 compounds, 0.2% hits;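 active means percent activity GTP binding at least 20 points away from the 100% baseline, either down as inhibitor or up as activator; inconclusive means compound flagged as likely green fluorescent from well-wide comparison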;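 further: median bead fluorescence of bound Bodipy-FL-GTP at 100 nM; 0% = excess unlabeled GTP control and 100% = no compound control; below 100% means less GTP binding so inhibitor and above means activator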
Target sequence (P60953 whole entry, looked up): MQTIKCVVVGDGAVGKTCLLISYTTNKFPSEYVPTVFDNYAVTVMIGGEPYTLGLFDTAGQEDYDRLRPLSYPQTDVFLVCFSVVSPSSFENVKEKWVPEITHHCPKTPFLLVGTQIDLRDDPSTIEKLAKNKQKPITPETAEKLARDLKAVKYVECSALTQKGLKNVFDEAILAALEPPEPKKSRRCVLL
Rab7 wt GTP bind = alters GTP binding to wildtype dog Rab7; GST-Rab7 beads, fluorescent GTP binding, flow cytometry; actives lie on both sides; untreated = 100%, excess cold GTP = 0%; GTP binding activity (percent of control), % at 10 µM; 190,000 compounds, 0.055% hits; AID 758;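 active means fluorescent GTP binding to Rab7 beads changed by at least 20 points from the 100% baseline, either direction, mostly lower; inconclusive means compound itself probably fluorescent, or too few beads counted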;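 further: median green fluorescence of bound Bodipy-FL-GTP per Rab7 bead population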
Mcl1 Bid PPI = disrupts binding of human Mcl-1 to Bid peptide; inhibition, % at 21.7 µM; AID 1021; Q07820; TR-FRET Mcl-1/Bid-Dy647 peptide binding, 1536-well; 220,000 compounds, 0.97% hits;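 active means compounds that cut the binding signal by more than half at the single screening dose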;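 further: His-tagged Mcl-1 with europium anti-His antibody binding Bid BH3 peptide; 0% = Mcl-1 plus peptide wells and 100% = peptide-only wells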
Target sequence (Q07820 whole entry, looked up): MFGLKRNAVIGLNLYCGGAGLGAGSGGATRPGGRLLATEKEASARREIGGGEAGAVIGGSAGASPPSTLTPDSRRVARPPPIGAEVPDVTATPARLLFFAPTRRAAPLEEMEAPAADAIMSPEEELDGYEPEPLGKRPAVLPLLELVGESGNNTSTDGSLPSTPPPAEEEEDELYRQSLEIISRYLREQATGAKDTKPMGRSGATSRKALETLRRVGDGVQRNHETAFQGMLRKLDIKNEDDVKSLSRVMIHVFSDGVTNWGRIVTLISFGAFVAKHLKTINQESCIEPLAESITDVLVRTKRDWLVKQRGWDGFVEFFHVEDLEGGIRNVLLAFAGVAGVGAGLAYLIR
Avidin fluor = compound fluoresces at 488/530 nm on avidin beads; compound fluorescence 488/530 nm, flow cytometry; hits give high values; fluorescence (KMESF) at 10 µM; 220,000 compounds, 0.38% hits; in the data active means fluorescence above about 47; further: inactives centre near 10
Pf gametocyte = kills late stage P. falciparum gametocytes | P. falciparum stage V gametocytes, ATP luminescence, 24 h | inhibition, % at 10.9 µM | 150,000 compounds, 0.065% hits | AID 743093;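 active means inhibition above the mean plus 3 SD of compounds within the control limits, set per campaign, cut at about 38% in these data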;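 further: 0% = DMSO wells and 100% = medium only without gametocytes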
GSH bead fluor = compound fluoresces at 488/530 nm on GSH beads | GSH beads flow cytometry, compound fluorescence 488/530 nm; hits give high values | fluorescence (KMESF) at 10 µM | 190,000 compounds, 0.25% hits | AID 1776; in the data active means fluorescence above about 89;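 further: glutathione beads carrying GST-tagged Bcl family fusion proteins plus one bare bead set; values are compound well signal with DMSO vehicle wells as background; inactives centre near 16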
HRas wt GTP bind = changes GTP binding to wildtype human HRas; AID 759; 190,000 compounds, 0.14% hits; GTP binding activity, % at 10 µM; P01112; GST-Ras wt beads, Bodipy-FL-GTP binding, flow cytometry; actives lie on both sides;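 active means GTP binding activity at least 20% away from the 100% baseline, either lowered as inhibitor or raised as activator; inconclusive means flagged as likely green fluorescent, judged across all proteins in the well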;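 further: 0% = unlabeled GTP competition control and 100% = no-compound control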
Target sequence (P01112 whole entry, looked up): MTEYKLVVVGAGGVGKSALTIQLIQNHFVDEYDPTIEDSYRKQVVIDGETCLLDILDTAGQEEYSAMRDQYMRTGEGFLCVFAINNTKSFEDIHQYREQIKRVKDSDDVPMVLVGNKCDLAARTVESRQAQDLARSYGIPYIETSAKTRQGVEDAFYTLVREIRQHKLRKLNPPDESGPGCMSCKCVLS
Rab2 wt GTP = changes GTP binding to wildtype dog Rab2A, up or down. P61105. GST-Rab2 wt beads, Bodipy-GTP binding, flow cytometry. GTP binding activity, % at 10 µM. 190,000 compounds, 0.19% hits;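 active means GTP binding activity at least 20 points away from 100%, either lowered or raised; inconclusive means signal likely due to the compound's own green fluorescence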;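 further: 0% = beads with excess unlabeled GTP and 100% = no-compound control corrected for plate trend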
Mcl1-Noxa inh = Mcl-1/Noxa interaction inhibition. Q07820. TR-FRET Mcl-1/Noxa peptide binding, 2 h. inhibition, % at 21.7 µM. 220,000 compounds, 1.5% hits;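 active means compounds that cut the protein-peptide binding signal by more than 50% relative to plate controls in a single-dose test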;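 further: His-tagged Mcl-1 with rhodamine Noxa BH3 peptide and terbium anti-His antibody; 0% = Mcl-1 plus Noxa peptide wells and 100% = peptide-only wells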
Rac1 wt GTP bind = alters GTP binding to wildtype human Rac1; 190,000 compounds, 0.27% hits; P63000; GTP binding activity (% of control), % at 10 µM; AID 757; GST-Rac1 beads, fluorescent GTP binding, flow cytometry; actives lie on both sides; 0 = cold GTP competed, 100 = untreated;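 active means GTP binding activity at least 20 points away from the 100% control level, either lower or higher; inconclusive means compound flagged as likely green fluorescent, judged across all proteins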
Rac1 mut GTP = modulators of GTP binding to human Rac1 activated mutant | GST-Rac1 activated beads, fluorescent GTP binding, flow cytometry; actives lie on both sides; 100% means binding = to untreated wells | P63000 | 190,000 compounds, 0.11% hits | AID 764 | percent activity (GTP binding), % at 10 µM;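 active means GTP binding at least 20 percentage points away from the 100% baseline, in either direction, so actives lie on both sides; inconclusive means Compound likely fluorescent itself, or too few beads counted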
Active calls of the source: *; ? = inconclusive; . = not tested or not shown. Compounds as they come; overall some 3% were active at least once.

SMILES	Cdc42 wt	Rab7 wt GTP bind	Mcl1 Bid PPI	Avidin fluor	Pf gametocyte	GSH bead fluor	HRas wt GTP bind	Rab2 wt GTP	Mcl1-Noxa inh	Rac1 wt GTP bind	Rac1 mut GTP
CCOc1ccccc1NC(=O)NC(=O)N(C)S(=O)(=O)c1ccc(C)cc1	99	100	-9	24	14	11	98	97	4	102	98
O=C1CCCN1c1ccc(S(=O)(=O)NCCc2ccc(Cl)cc2)cc1	101	96	-6	8	.	5	98	98	9	102	98
COC(=O)c1ccc(NCCC(=O)O)cc1	106	102	-105	3	-8	5	102	101	44	111	103
COc1ccc(CC(=O)OCC(=O)Nc2cc(S(=O)(=O)N3CCOCC3)ccc2N2CCCC2)cc1	95	95	-8	10	-8	16	95	96	17	94	94
CCN1CCN(Cc2coc3ccc(C)cc3c2=O)CC1	99	99	7	20	.	29	99	100	18	102	98
CCOc1cc(/C=N/NC(=O)c2cc(-c3cccnc3)nc3ccccc23)ccc1O	83	99	-39	10	-14	13	86	83	19	78*	88
CC(C(=O)NC(C)(C)C)N1C(=O)c2cccc3cccc(c23)C1=O (stereo not given)	?	?	-11	8	.	26	?	?	16	?	?
O=C(c1ccccn1)N(c1ccccc1)C1(C(=O)NC2CCCCC2)CCCCC1	99	101	-14	12	10	15	98	99	13	101	98
CC(Oc1ccccc1)c1ccnn1S(C)(=O)=O (stereo not given)	106	105	-39	12	-27	30	104	107	6	109	103
O=C1CN(c2ccccc2F)C(=O)CN1c1ccccc1F	101	100	-1	5	1	37	100	100	9	101	98
O=C(NCc1cn2ccccc2n1)c1ccc(Br)o1	102	100	38	7	.	25	99	99	30	103	97
Cc1ccccc1/C=C/c1nc2ccccc2c(=O)n1Cc1ccccc1	97	100	1	17	.	16	99	97	20	97	95
COc1cc(/C=C/C(=O)O)cc(S(=O)(=O)NCCO)c1OC	97	101	10	3	-5	12	98	99	9	98	98
Cc1ccc([N+](=O)[O-])cc1NC(=S)NC(=O)c1ccco1	107	102	4	14	.	17	102	99	4	109	100
COCCCNC(=O)CCCC(=O)NCCCOC	?	?	-16	16	8	20	?	?	-30	?	?
COc1ccc(COc2cc(-c3cccc(OC)c3)nc3ccc(N)cc23)cc1	99	99	-28	7	11	17	99	98	5	101	100
O=C(O)C1C2C=CC(C2)C1C(=O)NCCCN1CCOCC1 (stereo not given)	100	100	-35	7	.	13	99	100	-2	106	100
O=C(O)C(Cc1ccccc1)N1C(=O)c2ccccc2C1=O (stereo not given)	103	102	-9	18	.	10	103	102	10	102	102
O=[N+]([O-])c1ccc(S(=O)(=O)NCCN2CCOCC2)cc1	?	?	-8	11	-13	17	?	?	10	?	?
COc1ccc([N+](=O)[O-])cc1NC(=O)c1cccs1	96	104	-7	10	-9	22	97	95	18	102	97
CCOC(=O)CNS(=O)(=O)c1cc(-c2nnc(Nc3ccc4c(c3)OCO4)c3ccccc23)ccc1C	100	101	-78	8	-1	15	99	97	21	97	98
CCC(=O)Nc1ccc2c(c1)OCCO2	?	?	5	9	.	29	?	?	14	?	?
Cc1cc(CNC(=O)COc2ccc([N+](=O)[O-])cc2)c2ccccc2n1	101	97	8	23	.	9	98	97	13	103	99
Cc1ccc(OC(=O)COc2ccccc2C)c(-n2nc3ccccc3n2)c1	98	104	-1	10	.	24	101	98	-5	104	98
CCN1CCN(C(=O)c2ccccc2Nc2ccc(SC(F)F)cc2)CC1	99	106	-7	11	9	15	98	103	1	101	96
(listing goes on)
SMILES	Cdc42 wt	Rab7 wt GTP bind	Mcl1 Bid PPI	Avidin fluor	Pf gametocyte	GSH bead fluor	HRas wt GTP bind	Rab2 wt GTP	Mcl1-Noxa inh	Rac1 wt GTP bind	Rac1 mut GTP
CCCC1(CCC)NC(=O)N(CC(=O)c2cc(C)n(-c3ccc4c(c3)OCO4)c2C)C1=O	98	100	51*	8	-16	14	97	99	8	99	98
COc1cc(CNCCN2CCOCC2)ccc1OCC(=O)NC(C)(C)C	96	97	-2	9	-2	16	96	94	22	102	94
CC(C)Oc1ccccc1OCCCCn1cnc2ccccc2c1=O	96	106	-29	8	.	14	99	98	22	96	96
CCCOc1ccc(OC(=O)c2ccc(Br)o2)cc1	100	97	-2	8	-36	5	99	97	15	100	97
O=C(O)C1CC(=O)N(Cc2cccnc2)C1 (stereo not given)	100	99	11	30	-9	28	102	106	0	106	99
COC(=O)c1[nH]c2ccccc2c1NC(=O)CCN1CCN(C2CCCCC2)CC1	106	101	-26	12	.	22	103	104	-2	105	101
CC(=O)c1cccc(NC(=S)NCCC2=CCCCC2)c1	99	101	-27	5	.	27	99	100	-1	97	100
CCOC(=O)C1=NNC2(c3ccc(Cl)cc3)C(=O)N(c3ccc(C)cc3)C(=O)C12 (stereo not given)	100	99	10	26	-6	11	98	95	15	102	99
Cc1cccc(S(=O)(=O)C(C#N)c2nc3ccccc3nc2N2CCCC2)c1 (stereo not given)	99	101	-4	35	.	12	99	99	15	100	97
COCCn1c(=NC(=O)c2ccc3c(c2)OCCO3)sc2cc(S(N)(=O)=O)ccc21	97	103	-8	5	-2	13	99	102	-28	103	101
Cc1ccc(C2SCCN2C(=O)c2ccc([N+](=O)[O-])cc2)cc1 (stereo not given)	102	102	-15	15	-16	22	102	102	4	103	100
COc1ccc(C(=O)Nc2ccccc2C(=O)NC(C(=O)NCc2ccco2)C(C)C)cc1 (stereo not given)	101	100	43	10	.	22	100	99	-30	98	99
COc1ccc(CNC(=O)c2cccnc2Sc2ccc(C)c(C)c2)cc1	98	101	-2	12	.	22	98	100	1	99	97
O=C(NC1CCCCCC1)C1c2ccccc2C(=O)N1Cc1cccnc1 (stereo not given)	100	99	-13	16	-21	30	101	98	6	107	99
C=CCNc1nc2c3ccccc3n(C(C)=O)c2s1	98	100	8	3	-11	36	99	99	35	99	97
Cc1ccccc1NC(=O)c1sc(Cl)nc1-c1ccccc1	108	102	-7	10	.	29	105	104	8	112	103
CCOC(=O)C(NC(=O)c1ccccc1Cl)(Nc1ccc(C(F)(F)F)cc1)C(F)(F)F (stereo not given)	98	98	11	17	.	9	100	96	5	102	100
O=C1N(c2ccccc2)C2CS(=O)(=O)CC2N1c1ccc(Br)cc1 (stereo not given)	102	103	-33	7	.	24	102	103	7	106	99
Cn1c(NC(=O)COc2ccccc2)cc(=O)n(C)c1=O	103	102	-1	13	-8	25	102	100	16	103	101
C=CCN1C(=O)C(O)(CC(=O)c2ccc(OC)cc2OC)c2cc(Br)ccc21 (stereo not given)	101	102	-22	8	.	25	100	99	16	101	95
CC(C)c1ccc(C2NC(=O)CCC2[N+](=O)[O-])cc1 (stereo not given)	101	107	-21	14	13	10	100	102	1	99	97
COC(=O)c1ccc(SCC(=O)NC2CCCCC2)c([N+](=O)[O-])c1	103	99	5	12	.	22	100	102	18	104	100
CC(=O)c1cc2c(cc1NC(=O)CSc1nc3ccccc3o1)OCO2	99	94	-8	23	.	35	97	96	-1	101	95
Cc1onc(-c2c(F)cccc2Cl)c1C(=O)OCC(=O)NC(c1ccccc1)c1ccccc1	97	98	-13	5	-26	5	95	96	11	94	95
Cc1ccc(S(=O)(=O)n2c(=O)oc3ccccc32)cc1	98	96	-17	12	.	20	98	97	-5	100	97

Overlap with the part before: four compounds; new compounds follow.
SMILES	Cdc42 wt	Rab7 wt GTP bind	Mcl1 Bid PPI	Avidin fluor	Pf gametocyte	GSH bead fluor	HRas wt GTP bind	Rab2 wt GTP	Mcl1-Noxa inh	Rac1 wt GTP bind	Rac1 mut GTP
COC(=O)c1ccc(SCC(=O)NC2CCCCC2)c([N+](=O)[O-])c1	103	99	5	12	.	22	100	102	18	104	100
CC(=O)c1cc2c(cc1NC(=O)CSc1nc3ccccc3o1)OCO2	99	94	-8	23	.	35	97	96	-1	101	95
Cc1onc(-c2c(F)cccc2Cl)c1C(=O)OCC(=O)NC(c1ccccc1)c1ccccc1	97	98	-13	5	-26	5	95	96	11	94	95
Cc1ccc(S(=O)(=O)n2c(=O)oc3ccccc32)cc1	98	96	-17	12	.	20	98	97	-5	100	97
CC(=O)OCC(=O)[C@@]1(O)[C@H](C)C[C@H]2[C@@H]3CCC4=CC(=O)C=C[C@]4(C)[C@@]3(F)[C@@H](O)C[C@@]21C	101	102	3	.	.	17	102	99	12	109	100
CN1CCN(/C=N/c2c(C#N)cnn2C)CC1	102	99	-11	14	.	30	101	103	14	108	97
CCOC(=O)N1CCN(C(=O)c2cc3c(=O)[nH]c4ccccc4c3s2)CC1	99	100	-8	30	-9	21	102	100	4	106	99
CC(C)N(Cc1ccccc1)C(=S)NCc1ccccc1	99	97	-48	8	-11	15	97	98	10	101	99
O=C(CSc1ncccn1)N/N=C/c1ccccc1[N+](=O)[O-]	99	96	8	24	5	25	97	95	10	105	100
COc1ccccc1-c1cn(S(=O)(=O)c2ccc(C)cc2)nc1N	101	94	-2	15	10	36	97	98	22	103	97
CCC(=O)Nc1nonc1-c1nc2ccccc2n1Cc1ccccc1	98	98	-7	11	9	14	98	100	-11	98	98

Five entries picked at random from the list so far, as already listed:
SMILES	Cdc42 wt	Rab7 wt GTP bind	Mcl1 Bid PPI	Avidin fluor	Pf gametocyte	GSH bead fluor	HRas wt GTP bind	Rab2 wt GTP	Mcl1-Noxa inh	Rac1 wt GTP bind	Rac1 mut GTP
CC(=O)OCC(=O)[C@@]1(O)[C@H](C)C[C@H]2[C@@H]3CCC4=CC(=O)C=C[C@]4(C)[C@@]3(F)[C@@H](O)C[C@@]21C	101	102	3	.	.	17	102	99	12	109	100
CN1CCN(/C=N/c2c(C#N)cnn2C)CC1	102	99	-11	14	.	30	101	103	14	108	97
CC(C)N(Cc1ccccc1)C(=S)NCc1ccccc1	99	97	-48	8	-11	15	97	98	10	101	99
CCOC(=O)N1CCN(C(=O)c2cc3c(=O)[nH]c4ccccc4c3s2)CC1	99	100	-8	30	-9	21	102	100	4	106	99
COc1ccccc1-c1cn(S(=O)(=O)c2ccc(C)cc2)nc1N	101	94	-2	15	10	36	97	98	22	103	97
